Screens deposited in PubChem BioAssay by National Center for Advancing Translational Sciences (NCATS).
RXFP1 agonist = qHTS Assay for Agonists of the Relaxin Receptor RXFP1; HEK293T-RXFP1 cAMP TR-FRET, 30 min; response scale: percent of porcine relaxin response, buffer zero; Potency, µM (doses to about 57.5 µM), inactives show top-dose activation, most hits filed as activators; actives 0.3% (n = 370,000); Relaxin receptor 1 (Homo sapiens), Q9HBX9; also: potency is read from the fitted curve at half-maximal effect; % is scaled to controls: 0 for no effect and ±100 for the full control effect; nearly all actives have a fitted effect of over 60% in size; many of its hits are not listed in these tables
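HEK293T cells stably expressing RXFP1 were pretreated with the PDE4 inhibitor Ro 20174, exposed to compounds for 30 min at 37C, lysed, and cAMP was read by TR-FRET. Data normalized to buffer (basal) and 29 nM porcine relaxin (100%).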
D2 potentiator = HTS Assay for Positive Allosteric Modulators of the Human D2 Dopamine Receptor: Primary Screen for Potentiators | HEK293 T-REx D2, calcium flux, EC20 dopamine potentiation | potentiation, % at 10 µM | actives 0.34% (n = 340,000);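 active = potentiation over 3 SD above the plate norm, cut at about 30% in these data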; also: 0% is about no effect
Target sequence (P14416 whole entry, looked up): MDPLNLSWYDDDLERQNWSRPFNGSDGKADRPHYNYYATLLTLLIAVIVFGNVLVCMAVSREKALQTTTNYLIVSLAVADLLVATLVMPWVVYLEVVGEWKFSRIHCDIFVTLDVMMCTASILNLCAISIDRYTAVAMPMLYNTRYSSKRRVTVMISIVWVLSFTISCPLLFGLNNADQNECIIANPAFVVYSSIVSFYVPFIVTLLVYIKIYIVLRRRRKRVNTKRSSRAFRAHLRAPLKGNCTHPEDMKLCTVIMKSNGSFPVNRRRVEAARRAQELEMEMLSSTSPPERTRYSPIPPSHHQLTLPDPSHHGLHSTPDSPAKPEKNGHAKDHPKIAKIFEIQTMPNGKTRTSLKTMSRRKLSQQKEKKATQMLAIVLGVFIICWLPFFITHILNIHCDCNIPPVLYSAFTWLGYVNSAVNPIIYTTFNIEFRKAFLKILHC
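Tetracycline-induced HEK293 T-REx cells force-coupled to calcium signalling expressed D2; compounds were pin-added after a 10 s baseline, read kinetically 180 s, then an EC20 dopamine challenge followed with a further 180 s calcium read.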
GRP78 ERSR act = qHTS for Inducers of the Endoplasmic Reticulum Stress Response (ERSR) in Human Glioma: qHTS; Potency, µM, without a hit: at the highest dose activation, actives largely listed as activators; U87-MG GRP78 promoter luciferase reporter, 16 h; actives 0.02% (n = 420,000); also: potency is read from the fitted curve at half-maximal effect; series mostly up to about 76 µM; % of control where 0% means no effect; nearly all actives have a fitted effect of over 35% in size
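ERSR induction read as luciferase luminescence (Bright-Glo, 10 min at room temperature) in stably transfected human U87-MG glioma cells exposed to compounds for 16 h, using GRP78 as sensor.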
Vif-A3G inh = qHTS for Inhibitors of Vif-A3G Interactions: qHTS | HeLa A3G-eYFP + Vif (tagged APOBEC3G with the HIV-1 protein that degrades it), YFP fluorescence, overnight | DNA dC->dU-editing enzyme APOBEC-3G (Homo sapiens), Q9HC16 | Potency, µM (top dose mostly 46.1 µM), inactives show top-dose activity, negative = active, most hits filed as inhibitors | actives 0.076% (n = 410,000) | AID 602310, 2012;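 also: potency is read from the fitted curve at half-maximal effect; % is scaled to controls: 0 for no effect and ±100 for the full control effect; nearly all actives have a fitted effect of over 60% in size; hits raise eYFP signal because A3G escapes Vif-driven loss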
Target sequence (Q9HC16 whole entry, looked up): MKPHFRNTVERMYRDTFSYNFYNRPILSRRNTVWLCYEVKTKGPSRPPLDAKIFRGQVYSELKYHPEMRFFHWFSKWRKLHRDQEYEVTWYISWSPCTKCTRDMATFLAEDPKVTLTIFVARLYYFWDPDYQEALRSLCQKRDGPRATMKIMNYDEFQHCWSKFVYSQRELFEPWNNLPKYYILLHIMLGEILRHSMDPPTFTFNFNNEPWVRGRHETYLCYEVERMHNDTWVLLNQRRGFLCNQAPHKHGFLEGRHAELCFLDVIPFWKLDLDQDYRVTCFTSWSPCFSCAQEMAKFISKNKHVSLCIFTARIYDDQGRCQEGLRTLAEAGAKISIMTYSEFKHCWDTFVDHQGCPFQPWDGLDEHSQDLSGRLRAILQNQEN
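Read-out is eYFP fluorescence (Ex 488/Em 500-530) from Vif-expressing HeLa A3G-eYFP cells; more signal means A3G escaped Vif-mediated degradation. Cells plated overnight, compound pinned in, incubated overnight at 37 deg C.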
D1 antagonist = Antagonist of Human D 1 Dopamine Receptor: qHTS; D(1A) dopamine receptor (Homo sapiens), P21728; HEK293 TREx D1 cells, calcium flux, dopamine EC80; stronger effect = lower value; activity change, negative = inhibition, % at 10 µM; actives 3.2% (n = 360,000); AID 504652, 2011; in the data active = activity change below about -30%; also: % is scaled to controls: 0 for no effect and ±100 for the full control effect
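Inducible Hek293 Trex D1 cells (tetracycline, overnight, 30 C). Calcium dye 30–90 min RT. Antagonist mode: EC80 dopamine added after 180 s compound read.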
D1 PAM = Potentiators of Human D1 Dopamine Receptor: qHTS | HEK293 TREx D1 cells, calcium flux, dopamine EC20 potentiation | actives 0.036% (n = 360,000) | AID 504651, 2011 | potentiation, % at 10 µM; in the data active = potentiation above about 30%; also: 0% is about no effect
Vif-A3F inh = qHTS for Inhibitors of Vif-A3F Interactions: qHTS; HeLa A3F-eYFP + Vif (tagged APOBEC3F with the HIV-1 protein that degrades it), YFP fluorescence increase; actives 0.2% (n = 390,000); Potency, µM (highest dose often 46.1 µM), inactives show at the highest dose activity, negative = active; AID 602313, 2012; also: potency is read from the fitted curve at half-maximal effect; % of control where 0% means no effect; nearly all actives have a fitted effect of over 65% in size
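HeLa cells stably expressing Vif plus C-terminally eYFP-tagged A3F were seeded, incubated overnight at 37 deg C, dosed with compound, incubated overnight again at 37 deg C. Yellow fluorescence (Ex 488/Em 500-530) reported blocked Vif-mediated A3F-eYFP degradation.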
RXFP1 antagonist = qHTS Assay for Antagonists of the Relaxin Receptor RXFP1; Relaxin receptor 1 (Homo sapiens), Q9HBX9; HEK293-RXFP1, relaxin-stimulated cAMP HTRF, 30 min; stronger effect = lower value; activity change, negative = inhibition, % at 57.5 µM; actives 0.59% (n = 350,000);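 active = activity change of -60% or lower, but not beyond a set lower limit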; also: % is scaled to controls: 0 for no effect and ±100 for the full control effect
D1 agonist = Allosteric Agonists of the Human D1 Dopamine Receptor: qHTS. D(1A) dopamine receptor (Homo sapiens), P21728. activation, % at 2 µM. HEK293 T-REx D1 cells, calcium flux, agonist mode. actives 1% (n = 360,000); in the data active = activation above about 30%; also: 0% is about no effect
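Agonism was scored from calcium flux recorded over 180 s (1 read/s) after pintool compound addition, following a 10-cycle baseline. Cells were inducible force-coupled HEK293 TREx D1, plated overnight at 30 C and loaded with no-wash calcium dye.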
Active calls of the source: *. Unless noted, calls follow the shape of the dose curve; as a rule, active = well fitted curve in the direction sought with a large enough effect; inconclusive = small, poorly fitted or top-dose-only effect, or another doubt; inactive = no such curve, though single readings can be large; an effect the other way counts as inactive or inconclusive. Not all compounds are listed; rates above refer to the full screens.

The first 2 records, ahead of the listing:
Results for Cc1c(C(=O)N2CCCCC2)c(S(=O)(=O)NCc2ccccc2Cl)c(C)n1C ?
RXFP1 agonist: 1.7%; D2 potentiator: 2.1; GRP78 ERSR act: -4.3%; Vif-A3G inh: 0.6%; D1 antagonist: -7.3; D1 PAM: -2.4; Vif-A3F inh: 5.6%; RXFP1 antagonist: 19.4; D1 agonist: 1.0

What do the screens show for `O=C(COc1cccnc1[N+](=O)[O-])NCc1ccc(F)cc1`?
RXFP1 agonist: 5.5%; D2 potentiator: -5.4; GRP78 ERSR act: -0.7%; Vif-A3G inh: -0.9%; D1 antagonist: -5.5; D1 PAM: -9.7; Vif-A3F inh: -3.7%; RXFP1 antagonist: 5.9; D1 agonist: 0.8

All compounds of this part (from the top)
Results for Cc1c(C(=O)N2CCCCC2)c(S(=O)(=O)NCc2ccccc2Cl)c(C)n1C ?
RXFP1 agonist: 1.7%; D2 potentiator: 2.1; GRP78 ERSR act: -4.3%; Vif-A3G inh: 0.6%; D1 antagonist: -7.3; D1 PAM: -2.4; Vif-A3F inh: 5.6%; RXFP1 antagonist: 19.4; D1 agonist: 1.0

What do the screens show for `O=C(COc1cccnc1[N+](=O)[O-])NCc1ccc(F)cc1`?
RXFP1 agonist: 5.5%; D2 potentiator: -5.4; GRP78 ERSR act: -0.7%; Vif-A3G inh: -0.9%; D1 antagonist: -5.5; D1 PAM: -9.7; Vif-A3F inh: -3.7%; RXFP1 antagonist: 5.9; D1 agonist: 0.8

Results for C=CCN1C(=O)c2ccc(C(=O)N(C)CC(=O)Nc3c(C)cccc3C)cc2C1=O ?
RXFP1 agonist: -1.9%; D2 potentiator: 8.1; GRP78 ERSR act: -4.5%; Vif-A3G inh: -1.2%; D1 antagonist: -1.1; D1 PAM: 1.3; Vif-A3F inh: -14.5%; RXFP1 antagonist: -14.7; D1 agonist: 1.7

Results for COC(=O)c1cc(CNC(=O)c2ccc(S(=O)(=O)N(C)c3ccccc3)cc2)ccc1OC ?
RXFP1 agonist: 2.2%; D2 potentiator: -25.1; GRP78 ERSR act: -3.6%; Vif-A3G inh: 2.2%; D1 antagonist: -68.1*; D1 PAM: -21.0; Vif-A3F inh: 0.1%; RXFP1 antagonist: -4.9; D1 agonist: 1.4

What do the screens show for `Cc1cc2cc(C(c3nnnn3Cc3ccco3)N3CCc4ccccc4C3)c(=O)[nH]c2cc1C` (configuration not stated)?
RXFP1 agonist: 2.5%; D2 potentiator: 17.4; GRP78 ERSR act: 4.5%; Vif-A3G inh: -0.1%; D1 antagonist: 17.5; D1 PAM: -5.0; Vif-A3F inh: 2.2%; RXFP1 antagonist: 2.4; D1 agonist: 0.3

Results for O=[N+]([O-])c1ccc(Sc2ccc(Cl)c(Cl)c2)nc1 ?
RXFP1 agonist: 2.1%; D2 potentiator: -7.3; GRP78 ERSR act: -2.8%; Vif-A3G inh: -16.4%; D1 antagonist: 21.6; D1 PAM: -1.5; Vif-A3F inh: 1.7%; RXFP1 antagonist: 17.3; D1 agonist: 3.0

Results for O=C(CSCC(=O)c1ccccc1)Nc1ccccc1Cl ?
RXFP1 agonist: 2.7%; D2 potentiator: 6.1; GRP78 ERSR act: 6.4%; Vif-A3G inh: -0.5%; D1 antagonist: -1.0; D1 PAM: 3.6; Vif-A3F inh: -8.1%; RXFP1 antagonist: -4.6; D1 agonist: 0.5

What do the screens show for `O=C(O)/C=C/C(=O)Nc1ccccc1-c1ccccc1`?
RXFP1 agonist: 0.9%; D2 potentiator: -6.6; GRP78 ERSR act: 5.2%; Vif-A3G inh: -5.6%; D1 antagonist: 8.9; D1 PAM: 8.4; Vif-A3F inh: -0.6%; RXFP1 antagonist: -0.8; D1 agonist: 0.0

Results for CCOc1cc(C(=S)N2CCCC2)ccc1O ?
RXFP1 agonist: 1.3%; D2 potentiator: -2.5; GRP78 ERSR act: -8.5%; Vif-A3G inh: 1.8%; D1 antagonist: 4.1; D1 PAM: 0.4; Vif-A3F inh: 7.5%; RXFP1 antagonist: -2.4; D1 agonist: -1.0

How did Cc1nc(C)c(C(=O)OCC(=O)NCc2ccccc2Cl)s1 do in these assays?
GRP78 ERSR act: 0.9%; Vif-A3G inh: 0.2%; Vif-A3F inh: -0.2%; RXFP1 antagonist: -2.1

Results for CCCCOCC(O)Cn1c(C)nc2ccccc21 (configuration not stated) ?
RXFP1 agonist: 0.1%; D2 potentiator: 5.7; GRP78 ERSR act: -1.1%; Vif-A3G inh: 0.1%; D1 antagonist: -16.2; D1 PAM: -7.5; Vif-A3F inh: -5.9%; RXFP1 antagonist: -11.0; D1 agonist: 0.7

Results for Cc1ccc(NC(=O)C(c2ccccc2)N2CCN(C(=O)c3ccco3)CC2)cc1 (configuration not stated) ?
RXFP1 agonist: 0.2%; D2 potentiator: 13.7; GRP78 ERSR act: -1.3%; Vif-A3G inh: 2.5%; D1 antagonist: -1.5; D1 PAM: -0.1; Vif-A3F inh: 1.2%; RXFP1 antagonist: -5.7; D1 agonist: 0.9

What do the screens show for `Fc1ccccc1N1CCN(Cc2cnc(Cl)s2)CC1`?
RXFP1 agonist: 1.3%; GRP78 ERSR act: -1.7%; Vif-A3G inh: 0.0%; D1 antagonist: -9.8; D1 PAM: -4.0; Vif-A3F inh: -6.4%; RXFP1 antagonist: -5.5; D1 agonist: -0.4

What do the screens show for `CCCN=C(Nc1ccc(Cl)cc1)c1cccnc1`?
RXFP1 agonist: 0.1%; D2 potentiator: -11.5; GRP78 ERSR act: -4.9%; Vif-A3G inh: 0.2%; D1 antagonist: 3.3; D1 PAM: -3.5; Vif-A3F inh: 4.5%; RXFP1 antagonist: 3.5; D1 agonist: 3.9

How did COc1ccc(N2C(=O)C(CC(=O)Nc3ccccc3)N(Cc3cccs3)C2=O)cc1 (configuration not stated) do in these assays?
RXFP1 agonist: -1.2%; D2 potentiator: 2.6; GRP78 ERSR act: -1.8%; Vif-A3G inh: -2.5%; D1 antagonist: -1.9; D1 PAM: -2.3; Vif-A3F inh: -1.6%; RXFP1 antagonist: -9.2; D1 agonist: -0.4

Results for CN(C)/C=C/C(=O)c1ccc(-n2cccc2)cc1 ?
RXFP1 agonist: 1.3%; D2 potentiator: -4.9; GRP78 ERSR act: -7.6%; Vif-A3G inh: -2.4%; D1 antagonist: 12.5; D1 PAM: -1.9; Vif-A3F inh: -4.3%; RXFP1 antagonist: 0.9; D1 agonist: 2.2

How did COc1cc(SC)ccc1C(=O)Nc1ccc(C)cc1 do in these assays?
RXFP1 agonist: -0.6%; D2 potentiator: -4.3; GRP78 ERSR act: -5.3%; Vif-A3G inh: -3.8%; D1 antagonist: -21.3; D1 PAM: -3.8; Vif-A3F inh: 2.8%; RXFP1 antagonist: -21.2; D1 agonist: 3.6

What do the screens show for `O=S(=O)(/N=C(\c1ccc(F)cc1)N1CCOCC1)c1ccccc1`?
GRP78 ERSR act: -3.7%; Vif-A3G inh: -0.8%; Vif-A3F inh: 0.0%; RXFP1 antagonist: 4.3

How did Cc1cc(C(F)F)n2ncc(C(=O)NC3CCCCCC3)c2n1 do in these assays?
RXFP1 agonist: 4.1%; GRP78 ERSR act: -3.8%; Vif-A3G inh: 0.6%; D1 antagonist: -18.2; D1 PAM: -4.8; Vif-A3F inh: -0.2%; RXFP1 antagonist: -6.2; D1 agonist: -0.3

How did COc1ccc(NC2CCCN(C(=O)CCc3cn[nH]c3)C2)cc1 (configuration not stated) do in these assays?
RXFP1 agonist: 1.1%; D2 potentiator: -0.6; GRP78 ERSR act: -4.6%; Vif-A3G inh: -0.3%; D1 antagonist: -5.6; D1 PAM: 1.0; Vif-A3F inh: -9.2%; RXFP1 antagonist: -0.3; D1 agonist: 1.4

Results for Cc1ccccc1C(=O)N1CCc2cc(-c3nc(NC(=O)Cc4ccc5c(c4)OCO5)sc3C)ccc21 ?
RXFP1 agonist: -7.5%; GRP78 ERSR act: 0.4%; Vif-A3G inh: 2.9%; D1 antagonist: 3.7; D1 PAM: -1.8; Vif-A3F inh: -8.3%; D1 agonist: 9.3

How did COc1ccc(CCn2c(O)cc3nn(-c4nc5ccccc5s4)c(=O)c-3c2C)cc1 do in these assays?
RXFP1 agonist: -0.4%; D2 potentiator: -2.2; GRP78 ERSR act: -7.5%; Vif-A3G inh: -1.6%; D1 antagonist: -1.0; D1 PAM: -9.4; Vif-A3F inh: -2.0%; RXFP1 antagonist: -70.3*; D1 agonist: 4.9

How did COc1cc(S(=O)(=O)NC2CCCCC2)ccc1Cl do in these assays?
RXFP1 agonist: -2.1%; D2 potentiator: 8.3; GRP78 ERSR act: -3.5%; Vif-A3G inh: -0.9%; D1 antagonist: 7.2; D1 PAM: -7.0; Vif-A3F inh: -7.1%; RXFP1 antagonist: -8.4; D1 agonist: 1.6

Results for CCc1nnc(NS(=O)(=O)c2ccc(N/C=C\C(=O)c3ccc4ccccc4c3)cc2)s1 ?
RXFP1 agonist: 0.1%; D2 potentiator: -3.2; GRP78 ERSR act: 4.3%; Vif-A3G inh: -4.9%; D1 antagonist: -4.0; D1 PAM: 5.0; Vif-A3F inh: 5.7%; D1 agonist: 10.6

What do the screens show for `CCCCCCn1c(=O)n2n(c1=O)C[C@]1(OC(=O)NC3CCCC3)CN(S(=O)(=O)c3ccc(C)cc3)C[C@]1(O)C2`?
GRP78 ERSR act: -0.3%; Vif-A3G inh: -0.4%; Vif-A3F inh: -12.8%; RXFP1 antagonist: -3.6

Results for CCOC(=O)c1ccc(NC(=O)CCNC(=O)c2ccc([N+](=O)[O-])cc2)cc1 ?
RXFP1 agonist: 2.3%; D2 potentiator: 5.2; GRP78 ERSR act: -2.1%; Vif-A3G inh: -0.1%; D1 antagonist: 4.9; D1 PAM: -5.6; Vif-A3F inh: 4.4%; D1 agonist: 4.0
